Source: PubChem
Jurkat NFkB inh = inhibitors of induced NF-kB luciferase reporter, primary screen, TCR NF-kB activation inhibitor project, cell-based, luminescence, uHTS | Jurkat, PMA/ionomycin-induced NF-kB luciferase reporter | inhibition, % at 4 µM | 0.53% of 330,000 active
Apaf-1 inh = inhibitors of human Apaf-1 apoptosome, primary screen, biochemical, DEVD-Rh110 fluorescence, uHTS; reconstituted apoptosome caspase-3 activity; inhibition, % at 20 µM; 0.71% of 330,000 active; AID 489030, 2010; active = inhibition of at least 40% at 20 µM;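 note: plate controls were DMSO wells for no effect and DEVD-CHO caspase inhibitor wells for full effect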
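detection = Rh110 fluorescence intensity | test system = biochemical Apaf-1 apoptosome reconstitution | also added = cytochrome c and DEVD-Rh110 substrate | schedule = 30 min plus 50 min, RT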
HKDC1 inh = HKDC1 hexokinase inhibitors, primary screen, biochemical, fluorescence, uHTS; inhibition, % at 20 µM; 0.16% of 340,000 active; recombinant HKDC1, G6PDH/diaphorase resazurin coupled fluorescence; AID 493160, 2011;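 active = inhibition above about 35% when tested at 20 µM, limit read from the data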;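 note: plate controls were DMSO wells with enzyme for no effect and DMSO wells lacking enzyme for full effect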
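Material: recombinant HKDC1 hexokinase; Amount: HKDC1 at 5 µg/mL; Medium: Tris pH 8.0 buffer with MgCl2, Tween-20, BSA, BME; Schedule: 90 min reaction incubation at room temperature, dark; Technique: coupled resazurin fluorescence, excitation 525 nm, emission 613 nm.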
SENP7 inh = SENP7 protease inhibitors, primary screen, biochemical, luminescence, uHTS; Sentrin-specific protease 7 (Homo sapiens), Q9BQF6; recombinant SENP7, Z-RLRGG-aminoluciferin luminescence, 40 min; inhibition, % at 5 µM; 1.5% of 330,000 active; AID 434973, 2010;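 active = inhibition above about 50% at the single test dose, limit read from the data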;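 note: plate controls were DMSO with enzyme for no effect and no enzyme buffer wells for full effect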
Target sequence (Q9BQF6 706-1050 limits assumed): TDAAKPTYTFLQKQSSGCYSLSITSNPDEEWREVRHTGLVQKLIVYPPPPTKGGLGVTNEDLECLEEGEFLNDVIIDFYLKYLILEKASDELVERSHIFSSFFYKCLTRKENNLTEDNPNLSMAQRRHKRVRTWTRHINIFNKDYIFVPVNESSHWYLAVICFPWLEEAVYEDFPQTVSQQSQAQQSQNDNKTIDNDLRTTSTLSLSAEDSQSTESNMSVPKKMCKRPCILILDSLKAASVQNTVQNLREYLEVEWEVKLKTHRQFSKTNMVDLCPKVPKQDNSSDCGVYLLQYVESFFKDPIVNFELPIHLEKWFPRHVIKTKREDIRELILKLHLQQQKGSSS
Gli-Sufu block = Gli-Sufu pathway antagonists, primary screen, luciferase luminescence, Sufu-KO-LIGHT cells, uHTS. AID 588413, 2011. Sufu-KO-LIGHT fibroblasts, Gli luciferase reporter luminescence. 0.74% of 340,000 active. inhibition, % at 5 µM;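 active = inhibition above about 55%, limit read from the data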;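 note: 0% = DMSO-treated cells and 100% = wells with medium but no cells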
UBC13 inh = UBC13 polyubiquitin chain formation inhibitors, primary screen, biochemical, TR-FRET, uHTS | Ubiquitin-conjugating enzyme E2 N (Homo sapiens), P61088 | inhibition, % at 20 µM | 0.47% of 330,000 active | AID 485273, 2010; in the data active = inhibition above about 45%, passing the limit was not always enough
Target sequence (P61088 whole entry, looked up): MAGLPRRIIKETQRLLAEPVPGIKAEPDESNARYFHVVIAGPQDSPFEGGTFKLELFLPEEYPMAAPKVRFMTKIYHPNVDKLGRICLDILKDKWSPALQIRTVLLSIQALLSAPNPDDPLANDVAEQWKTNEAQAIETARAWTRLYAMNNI
697 NFkB inh = inhibitors of PMA/ionomycin-induced NF-kB reporter, 697 cells, primary screen, B-cell NF-kB inhibitor project, cell-based, luminescence, uHTS. inhibition, % at 4 µM. 697 B-cell NF-kB luciferase reporter, 16 h. AID 435022, 2010. 0.33% of 330,000 active; in the data active = inhibition above about 35%
SENP8 block = SENP8 protease inhibitors, primary screen, biochemical, luminescence. Sentrin-specific protease 8 (Homo sapiens), Q96LD8. 1.2% of 330,000 active. inhibition, % at 10 µM. purified SENP8, Z-RLRGG-aminoluciferin cleavage
Target sequence (Q96LD8 whole entry, looked up): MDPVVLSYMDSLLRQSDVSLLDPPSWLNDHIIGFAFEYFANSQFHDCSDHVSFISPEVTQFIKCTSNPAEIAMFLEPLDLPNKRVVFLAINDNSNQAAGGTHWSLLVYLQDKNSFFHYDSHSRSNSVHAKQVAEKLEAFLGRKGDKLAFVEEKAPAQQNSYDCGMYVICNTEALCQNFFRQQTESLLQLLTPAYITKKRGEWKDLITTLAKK
Active calls of the source: *. Cut-off read from the data, not from the text of the source, unless noted: active = inhibition above about 50%; inactive = the rest.

SMILES | Jurkat NFkB inh | Apaf-1 inh | HKDC1 inh | SENP7 inh | Gli-Sufu block | UBC13 inh | 697 NFkB inh | SENP8 block
Fc1ccccc1C1c2[nH]c3ccccc3c2CCN1Cc1cccn1-c1ncccn1 (configuration not stated) | 1.9 | 4.5 | -0.6 | -0.3 | 9.8 | -3.4 | 16.7 | 0.8
O=C(CSc1nnc(Cc2ccccc2)o1)Nc1ccc2c(c1)OCO2 | -15.4 | 5.3 | 1.4 | -7.4 | 19.3 | -2.6 | 4.3 | -3.3
CC(OC(=O)C1=COCCO1)C(=O)NC1CCCCC1C (configuration not stated) | -1.7 | 6.8 | -4.0 | -2.8 | 5.1 | -6.3 | -4.8 | -6.2
CCn1nc(NC(=O)c2cccnc2)c2cc3ccccc3nc21 | 15.0 | -4.3 | -0.7 | -5.6 | -0.8 | -9.5 | -2.2 | -13.3
CC(=O)N1CCN(C(=O)c2ccc(Cl)c(S(=O)(=O)N3CCCC3)c2)CC1 | 4.6 | -2.9 | -1.3 | 5.0 | 2.3 | 6.3 | 17.0 | 2.1
CCN1C(=O)CC(N2CCN(c3cccc(OC)c3)CC2)C1=O (configuration not stated) | -2.0 | 4.3 | -6.7 | 3.5 | 2.8 | 5.2 | 2.1 | 3.7
CN(CCC#N)C(=O)COC(=O)c1ccccc1OCc1ccccc1Cl | 8.8 | 0.8 | 6.0 | -0.2 | -3.1 | 4.4 | -1.9 | -2.5
COc1ccc(C(=O)NCCc2cn3ccccc3n2)cc1 | -2.8 | -6.2 | -4.1 | 0.7 | -4.4 | 7.5 | 4.1 | 6.5
CC(C)c1ccc(/C=N/NC(=O)c2cc(-c3cccc([N+](=O)[O-])c3)n[nH]2)cc1 | -1.3 | 7.0 | -4.6 | 1.6 | 1.2 | -11.6 | -4.5 | -3.2
CC(C)NC(=O)c1onc(CSc2ccccc2F)c1C(=O)O | -5.9 | 10.7 | -0.7 | 8.6 | 6.7 | -12.5 | -7.3 | 2.8
Cn1c(CSCc2ccc(Cl)cc2)nnc1SCC(=O)Nc1nccs1 | 4.8 | -4.4 | 7.0 | -4.4 | 2.9 | 2.8 | 2.5 | -7.7
CN(C)Cc1c(O)ccc2occ(C(O)c3ccccc3)c12 (configuration not stated) | -8.0 | 5.1 | -2.9 | 1.3 | 9.8 | -1.8 | 2.2 | -5.0
COc1ccc(OC)c(C(C(=O)NC2CCCCC2)N(C(=O)c2ccccn2)c2cccnc2)c1 (configuration not stated) | 7.4 | -3.1 | -5.6 | 8.0 | 26.2 | 2.8 | 2.7 | 7.2
COc1ccc(CCNC(=S)Nc2ccccc2C)cc1 | -21.4 | 2.4 | 0.4 | -10.9 | -1.4 | -8.0 | -19.3 | 0.5
CC1CCCN(C(=O)C2CCN(S(=O)(=O)c3ccc4c(c3)CC(C)N4C(=O)C3CC3)CC2)C1 (configuration not stated) | 10.6 | 1.2 | -1.2 | 6.0 | 10.6 | 5.0 | 7.8 | 0.8
c1cc2c(cc1-c1[nH]ncc1CN1C[C@H]3CC[C@H]1C3)OCO2 | -6.4 | -1.5 | -0.3 | -0.7 | 0.8 | 7.2 | 8.6 | -7.3
CCC(C)Sc1cccc(-c2nc3cc(C)ccn3c2NC2CCCCC2)c1 (configuration not stated) | -1.4 | 40.7* | 2.8 | 2.8 | 13.7 | 28.0 | -44.2 | 2.4
CCc1ccc(NC(=O)CSc2nc3ccsc3c(=O)n2CCC(=O)O)cc1 | -1.0 | 11.1 | -4.2 | -12.3 | 19.1 | -5.9 | 9.4 | -7.9
N#Cc1ccccc1NCc1ccccc1 | 18.3 | 9.6 | -4.5 | -7.5 | -15.6 | 11.7 | 4.7 | -8.5
O=C(CSc1nccn(-c2cccc(F)c2)c1=O)Nc1ccc(Cl)cc1F | 2.7 | 9.8 | 0.1 | -1.0 | 11.9 | 13.2 | 8.7 | 4.1
CC(=O)Nc1ccc(NC(=O)C2CCCN2C(=O)Nc2ccccc2[N+](=O)[O-])cc1 (configuration not stated) | 14.7 | -11.6 | -2.5 | 7.4 | -6.4 | -6.1 | 8.1 | 0.2
CN(C(=O)N1CCN(S(=O)(=O)c2ccccc2)CC1)c1ccccc1 | -4.5 | 12.7 | -7.9 | -12.1 | 0.1 | -7.4 | 17.2 | -13.3
Cc1occc1C(=O)NNC(=S)NC(=O)COc1ccc(Cl)cc1Cl | 2.7 | 6.7 | -1.6 | 1.9 | 5.8 | -10.5 | -41.6 | -0.9
CC1(C(=O)NCc2ccccc2)Oc2ccccc2NC1=O (configuration not stated) | -3.0 | -3.3 | -3.8 | -2.2 | 0.9 | 3.6 | 10.0 | 0.2
Cn1c(N/N=C/c2ccccc2)nc2sc3c(c2c1=O)CCC3 | -5.3 | 13.8 | -2.0 | -4.3 | 13.5 | -5.4 | 25.9 | 0.9
Cc1ccc(O)c(NC(=S)NC(=O)CC(C)C)c1 | -27.8 | 6.2 | -8.3 | 14.3 | -14.0 | -2.0 | -59.3 | 2.8
CC(=O)c1cccc(CN2CCC(n3nccc3NC(=O)c3ccc4c(c3)OCO4)CC2)c1 | 16.8 | 1.4 | 0.0 | 3.1 | 17.9 | 4.3 | 9.3 | 2.7
O=C(CSc1ccccn1)N/N=C/c1ccccc1[N+](=O)[O-] | -12.5 | -3.3 | -0.3 | 0.0 | -11.3 | -9.5 | -7.3 | -13.4
C/C(Cc1nnn(-c2cc(C)on2)n1)=N\O | 12.8 | -21.2 | -6.7 | 5.2 | 6.7 | 5.2 | 12.7 | -1.1
O=C(CN1C(=O)NC2(CCc3ccccc32)C1=O)NCc1cccc(C(F)(F)F)c1 (configuration not stated) | -16.3 | 12.9 | -6.8 | 6.3 | 1.5 | -5.1 | -15.6 | -14.5
CN(C)S(=O)(=O)c1cc(NC(=O)COC(=O)Cc2ccc(Cl)cc2Cl)ccc1Cl | -4.6 | 13.1 | 5.6 | -2.0 | -3.5 | 1.6 | -6.8 | -3.4
CCCC(=O)Nc1ccc(C(=O)NCc2ccccn2)cc1 | -4.4 | 7.8 | -3.3 | -10.7 | -28.2 | 2.4 | 2.4 | -12.0
Cc1cc(C(=O)CCl)c(C)n1-c1cccc(S(=O)(=O)N2CCOCC2)c1 | 3.3 | -2.3 | 23.6 | -1.4 | -0.1 | 0.1 | 24.1 | 4.4
CCN1CCCc2cc(CN(CCN3CCOCC3)C(=S)Nc3ccc(OC)c(Cl)c3)ccc21 | 11.9 | -18.5 | -4.7 | -4.3 | 10.3 | 12.0 | -9.3 | -1.5
O=C(Cc1ccc(NC2=NC3CS(=O)(=O)CC3S2)cc1)Nc1ccc(F)cc1 (configuration not stated) | 6.0 | -3.8 | -8.4 | -8.1 | -3.5 | -11.3 | 19.0 | 3.6
Cc1ccc(S(=O)(=O)Nc2nc(C)c(C(=O)NN)s2)cc1 | 1.5 | -17.0 | -6.3 | 5.3 | 5.0 | -1.7 | 16.0 | 0.4
CN(CC(=O)Nc1ccccc1Cl)C(=O)COC(=O)Cc1c(F)cccc1Cl | -0.6 | 9.3 | -4.1 | 4.1 | -17.1 | -3.9 | -11.9 | -3.5
O=C(CCC(=O)c1ccccc1)NCCOc1ccccc1 | -3.8 | -1.9 | -4.2 | 13.2 | -6.6 | -6.9 | 8.0 | -7.7
CC(=O)Nc1ccc(SCC(=O)c2cc(C)n(C)c2C)cc1 | -10.4 | 1.5 | -3.8 | 5.4 | 4.3 | -1.3 | 9.8 | -0.6
O=C(NNC(=O)c1cc2ccccc2oc1=O)c1ccccc1 | -17.3 | 6.3 | -5.5 | -9.3 | -26.3 | -12.3 | -6.9 | -16.8
CCc1ccc(N2CCN(C(=O)N3CCOCC3)CC2)cc1 | -7.7 | 1.7 | -10.9 | -10.3 | -7.7 | 0.0 | 4.1 | -9.7
O=C(NN1C(=O)/C(=C/c2ccc(O)cc2)SC1=S)c1cccc(O)c1 | 3.8 | 4.8 | 2.6 | 4.3 | 47.0 | -81.4 | 6.6 | -2.5
Cc1ccccc1N1CCN(Cc2nc(Cc3ccccc3)no2)CC1 | 12.0 | 7.3 | -3.0 | -1.5 | 10.1 | -1.7 | 18.9 | 2.7
COc1cccc(CNCCOCCO)c1OC | 4.7 | 9.8 | -9.9 | -2.5 | 0.7 | -2.2 | 7.6 | -11.3
COc1ccc(C(=O)O/N=C(\N)Cc2ccc([N+](=O)[O-])cc2)c(OC)c1 | 3.1 | 13.2 | 4.7 | -6.0 | 11.9 | -9.9 | -34.3 | -5.7

No new results follow: two of the compounds above.
SMILES | Jurkat NFkB inh | Apaf-1 inh | HKDC1 inh | SENP7 inh | Gli-Sufu block | UBC13 inh | 697 NFkB inh | SENP8 block
COc1cccc(CNCCOCCO)c1OC | 4.7 | 9.8 | -9.9 | -2.5 | 0.7 | -2.2 | 7.6 | -11.3
COc1ccc(C(=O)O/N=C(\N)Cc2ccc([N+](=O)[O-])cc2)c(OC)c1 | 3.1 | 13.2 | 4.7 | -6.0 | 11.9 | -9.9 | -34.3 | -5.7

Carrying on.
SMILES | Jurkat NFkB inh | Apaf-1 inh | HKDC1 inh | SENP7 inh | Gli-Sufu block | UBC13 inh | 697 NFkB inh | SENP8 block
CC(C)n1nc(C(=O)NNC(=O)c2ccc(OC(F)F)cc2)c2ccccc2c1=O | -2.8 | -3.5 | -1.2 | 1.0 | 1.5 | 26.3 | 19.0 | 6.4
CC(=O)c1ccc(C(C)(C)c2ccc(C(C)=O)s2)s1 | 1.1 | -7.4 | -3.2 | -1.1 | -3.4 | 3.9 | 1.1 | -1.8
Cc1cc(CNC(=S)Nc2ccc(S(=O)(=O)Nc3ncccn3)cc2)nn1C | 7.3 | -4.8 | -1.1 | 10.5 | -8.2 | 0.7 | 11.2 | -5.0
O=C1/C(=C/c2ccc(F)cc2)SC(=S)N1NS(=O)(=O)c1ccccc1 | 10.4 | 3.3 | 11.1 | 6.3 | 59.1* | 1.7 | 2.1 | 2.2
Cc1oc(-c2ccccc2F)nc1CS(=O)(=O)CC(=O)NCCN(C)C1CCCCC1 | -6.5 | 3.4 | -0.9 | -3.3 | 10.4 | 13.9 | 11.3 | -0.3
COc1cc(-c2nc3c4ccccc4nc(=S)n3[nH]2)cc(OC)c1OC | -10.0 | -19.5 | -7.2 | 0.0 | 14.5 | 40.8 | 20.0 | 8.8
Cc1cc(CSc2ccccc2)ccc1NC(=O)COc1ccccc1 | 15.9 | 7.7 | 3.2 | 5.3 | -16.6 | 1.3 | -67.8 | -4.6
CCc1ccccc1NC(=O)C1CCCN1S(=O)(=O)c1ccc(-c2ccc(=O)[nH]n2)s1 (configuration not stated) | -18.5 | 23.7 | -1.5 | -11.5 | 44.4 | -14.3 | -1.7 | -7.0
c1ccc2c(c1)oc1c(Nc3ccc4c(c3)OCO4)ncnc12 | -133.7 | -6.6 | -2.8 | 58.8* | 0.0 | 0.5 | -186.8 | 13.0

Whole records, quoted from the list. Screens in order: Jurkat NFkB inh	Apaf-1 inh	HKDC1 inh	SENP7 inh	Gli-Sufu block	UBC13 inh	697 NFkB inh	SENP8 block
Cc1cc(CSc2ccccc2)ccc1NC(=O)COc1ccccc1 as listed: 15.9	7.7	3.2	5.3	-16.6	1.3	-67.8	-4.6
CC(C)n1nc(C(=O)NNC(=O)c2ccc(OC(F)F)cc2)c2ccccc2c1=O as listed: -2.8	-3.5	-1.2	1.0	1.5	26.3	19.0	6.4
COc1cc(-c2nc3c4ccccc4nc(=S)n3[nH]2)cc(OC)c1OC as listed: -10.0	-19.5	-7.2	0.0	14.5	40.8	20.0	8.8
Cc1cc(CNC(=S)Nc2ccc(S(=O)(=O)Nc3ncccn3)cc2)nn1C as listed: 7.3	-4.8	-1.1	10.5	-8.2	0.7	11.2	-5.0
Cc1oc(-c2ccccc2F)nc1CS(=O)(=O)CC(=O)NCCN(C)C1CCCCC1 as listed: -6.5	3.4	-0.9	-3.3	10.4	13.9	11.3	-0.3
